ANO1 activ: mouse TMEM16A channel activation, primary screen | Q8BHY3 | HEK293 TMEM16A/YFP-H148Q/I152L, iodide quench fluorescence; active compounds read low | B-score at 10 µM | 0.3% of 340,000 active;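 active = fluorescence-ratio B-score plate-corrected deviation score at least 3 library SD below zero, with starting fluorescence score within 5 deviations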;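 also: channel opened by trigger with iodide after compound preincubation; score built on the fluorescence ratio of max minus min over baseline; more negative score means more quench and so TMEM16A activation or potentiation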
KCNQ1 pot: potentiators or activators of human KCNQ1 potassium channel; P51787; CHO-K1 KCNQ1, thallium flux FluxOR fluorescence; active compounds read high; B-score at 10 µM; 0.35% of 310,000 active;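 active = fluorescence ratio B-score, a plate-corrected score, at least three library SD, with initial intensity B-score within 5 SD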
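assay system = KCNQ1-transfected CHO-K1 cells | medium = assay buffer with matched DMSO | probe or stimulus = depolarizing K+/Tl+ stimulus, K2SO4 and Tl2SO4 each 12.5 mM in 5x stock | dosing = single dose | incubation = dye 90 min, compound 20 min, room temperature | detection = kinetic FluxOR fluorescence, 10 s baseline plus 110 s post-stimulus | evaluation = ratio B score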
KCNK9 inh: inhibitors of human KCNK9 two-pore domain potassium channel; Q9NPC2; HEK293 KCNK9, FluxOR thallium flux fluorescence; active compounds read low; AID 488922; 1.2% of 310,000 active; B-score at 10 µM;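 active = ratio B-score over 3 SD below the library mean, with starting fluorescence within 5 SD of its mean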;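 also: negative B-score means less thallium flux so channel inhibition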
RGS4 act: RGS4 potentiation or activation | HEK293 M3R/inducible RGS4, carbachol calcium flux Fluo4; active compounds read low | B-score at 10 µM | 0.92% of 310,000 active | AID 463111;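 active = B-score of the integrated calcium signal more than 4 SD below the library mean, with starting fluorescence not abnormally high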;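 also: negative B-score means reduced calcium response which marks RGS4 activation or potentiation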
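Detection: kinetic calcium fluorescence imaging with Fluo4-AM dye, 2 µM / Material: HEK293 cells with stable M3R and inducible RGS4 / Schedule: recording 10 s baseline at 1 Hz, 100 s post-agonist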
HDAC3 inh: human HDAC3 inhibition. O15379. recombinant HDAC3, fluorogenic peptide/trypsin coupled, fluorescence. inhibition, % at 8.3 µM. 0.15% of 320,000 active; in the data active = inhibition above about 26%, passing the limit was not always enough
Target sequence (O15379 whole entry, looked up): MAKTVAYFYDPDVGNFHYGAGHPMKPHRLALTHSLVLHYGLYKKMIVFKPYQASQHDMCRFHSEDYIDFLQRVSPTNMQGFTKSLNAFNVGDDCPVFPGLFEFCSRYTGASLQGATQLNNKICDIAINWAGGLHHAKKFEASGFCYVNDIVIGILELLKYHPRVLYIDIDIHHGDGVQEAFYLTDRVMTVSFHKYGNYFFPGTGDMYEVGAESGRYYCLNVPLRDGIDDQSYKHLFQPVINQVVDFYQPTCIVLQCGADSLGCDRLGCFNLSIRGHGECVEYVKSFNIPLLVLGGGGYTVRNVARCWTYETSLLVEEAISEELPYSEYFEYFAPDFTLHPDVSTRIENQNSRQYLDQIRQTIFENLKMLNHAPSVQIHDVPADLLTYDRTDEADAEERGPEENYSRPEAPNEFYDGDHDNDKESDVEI
hERG protect: compounds protecting human hERG from proarrhythmic drug block; AID 1511; 0.51% of 310,000 active; CHO-hERG, FluxOR thallium flux, dofetilide IC70 present; Q12809; activation (rescue from dofetilide block), less the hit threshold, % at 10 µM;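 active = activation above the mean of controls blocked by dofetilide plus 5 SD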;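 also: thallium influx through hERG after potassium depolarization seen as dye fluorescence rise; in these data hits start at about 4.7%; inactives centre near -7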
KCNQ1 inh: blocks the human KCNQ1 potassium channel. CHO-K1 KCNQ1, FluxOR thallium flux fluorescence; active compounds read high. B-score at 10 µM. P51787. 1.3% of 310,000 active;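 active = compounds whose thallium flux B-score, printed positive for inhibition, exceeds three library SD while starting fluorescence stays within three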;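 also: channel opened by potassium depolarization with thallium stimulus after 20 min compound exposure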
KCNK3 block: human KCNK3 channel inhibition, primary screen; AID 602410; B-score at 10 µM; CHO-KCNK3 thallium flux, FluxOR fluorescence; active compounds read low; O14649; 0.84% of 340,000 active;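 active = B-score under library mean minus 4 SD, starting fluorescence ratio at most library mean plus 5 SD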;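 also: more negative B-score means stronger inhibition of thallium flux through KCNK3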
Target sequence (O14649 whole entry, looked up): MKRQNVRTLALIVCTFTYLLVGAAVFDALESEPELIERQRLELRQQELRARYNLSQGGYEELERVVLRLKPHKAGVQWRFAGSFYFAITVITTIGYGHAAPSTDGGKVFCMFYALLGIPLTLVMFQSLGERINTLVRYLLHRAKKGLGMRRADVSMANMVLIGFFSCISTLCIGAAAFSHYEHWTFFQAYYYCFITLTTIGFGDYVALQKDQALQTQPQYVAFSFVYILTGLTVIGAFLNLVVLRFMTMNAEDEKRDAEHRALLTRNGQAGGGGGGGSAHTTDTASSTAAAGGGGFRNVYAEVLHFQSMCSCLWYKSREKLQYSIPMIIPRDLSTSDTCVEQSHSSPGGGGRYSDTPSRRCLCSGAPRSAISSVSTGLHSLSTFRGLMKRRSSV
RGS4 block: human RGS4 inhibition; P49798; HEK293 M3R/RGS4 inducible, Fluo-4 calcium flux; active compounds read high; triggered by carbachol at its EC20; B-score at 10 µM; 0.45% of 310,000 active;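 active = B-score, a plate-corrected calcium signal, over three deviations above library mean, with baseline fluorescence within five deviations of library mean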;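 also: RGS4 expression induced by doxycycline in cells with stable M3 receptor; B-score is computed from the integrated fluorescence ratio over baseline after carbachol; higher B-score means a larger calcium signal and so more RGS4 inhibition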
Target sequence (P49798 whole entry, looked up): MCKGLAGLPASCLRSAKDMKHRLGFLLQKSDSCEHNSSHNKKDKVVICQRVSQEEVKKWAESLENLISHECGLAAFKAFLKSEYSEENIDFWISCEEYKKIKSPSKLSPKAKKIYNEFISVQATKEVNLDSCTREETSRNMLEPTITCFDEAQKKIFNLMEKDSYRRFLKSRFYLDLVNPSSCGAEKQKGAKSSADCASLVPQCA
SKKanGAS inh: inhibitors of SKKanGAS S. pyogenes growth in kanamycin (SK-promoter or general growth effect); inhibition, % at 7.5 µM; 1.3% of 300,000 active; BacTiter-Glo, 6 h; AID 1662;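 active = mean replicate score, as percent of positive control median, at least 50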;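 also: strain carries kanamycin resistance gene driven by streptokinase promoter and grows in 40 µg/ml kanamycin; loss of luminescence reflects streptokinase promoter inhibition or plain growth inhibition; 0% = median of DMSO wells and 100% = positive control at its reference dose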
ANO1 block: inhibitors of mouse TMEM16A calcium-activated chloride channel; Q8BHY3; HEK293 TMEM16A/YFP iodide influx fluorescence, ionomycin; normalized B-score (activity score, 25-100; higher = stronger inhibition) at 10 µM; 1.2% of 310,000 active; AID 588511;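 active = ratio plate-corrected score three or more library SD toward inhibition, starting fluorescence score within five deviations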;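 also: score derived from kinetic fluorescence span divided by baseline fluorescence per well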
* = called active by the depositor; i = inactive; / = no result given.

SMILES	ANO1 activ	KCNQ1 pot	KCNK9 inh	RGS4 act	HDAC3 inh	hERG protect	KCNQ1 inh	KCNK3 block	RGS4 block	SKKanGAS inh	ANO1 block
Cc1cccc(C(=O)c2c(N)sc3c2CCC(C)C3)c1 (stereo not drawn)	i	i	i	i	4	-9	i	i	i	-6	i
COc1ccc(NC(=O)Nc2cc(C)ccc2OC(F)F)c(OC)c1	i	i	i	i	7	-12	i	i	i	-3	i
CC(NS(=O)(=O)OCC(Cl)(Cl)Cl)c1ccc(C(C)(C)C)cc1 (stereo not drawn)	i	i	i	-8*	12	-5	7*	i	i	93*	i
Cc1c(/C=C(\CC(=O)O)c2nc3ccccc3s2)cc(C#N)n1C	i	i	i	i	-13	-11	i	i	i	7	i
CCOC(=O)N1CCN(C(=O)c2cccc(-n3c(=S)[nH]c4cc(Cl)ccc4c3=O)c2)CC1	i	i	i	i	2	-8	i	i	i	3	i
COc1cc(/C=N/NC(=O)c2cccc(NC(=O)c3ccccc3C)c2)ccc1O	i	i	i	i	9	-26	i	i	i	1	i
COc1ccc(NC(=O)CSc2nc3ccccc3c(=O)n2CCCN2CCC(C)CC2)c(OC)c1	i	i	i	i	5	-7	i	i	i	1	i
COc1ccc(C2C(C(=O)N3CCN(c4ccccn4)CC3)CC(=O)N2c2ccc(OC)cc2)cc1 (stereo not drawn)	i	i	i	i	-5	-26	i	i	i	2	i
O=C(CCN1C(=O)/C(=C/c2ccccc2)SC1=S)NNC(=O)c1ccncc1	i	i	i	i	-4	-8	i	i	i	-9	i
CCOC(=O)c1cnc(SC)nc1Sc1ccc(Cl)cc1Cl	i	i	i	i	6	-6	6*	i	i	-9	i

An excerpt from above, showing only hERG protect and HDAC3 inh:
canonical_smiles	hERG protect	HDAC3 inh
COc1cc(/C=N/NC(=O)c2cccc(NC(=O)c3ccccc3C)c2)ccc1O	-26	9
CCOC(=O)c1cnc(SC)nc1Sc1ccc(Cl)cc1Cl	-6	6

Next part
SMILES	ANO1 activ	KCNQ1 pot	KCNK9 inh	RGS4 act	HDAC3 inh	hERG protect	KCNQ1 inh	KCNK3 block	RGS4 block	SKKanGAS inh	ANO1 block
O=C(c1ccccc1C(=O)N1CCN(c2ccccc2F)CC1)N1CCN(c2ccccc2F)CC1	i	i	i	i	4	-14	i	i	i	-3	i
CCOc1ccc(N(CC(=O)Nc2ccc(C)cc2C)S(C)(=O)=O)cc1	i	i	i	i	-2	-8	i	i	i	-4	i
CCOC(=O)c1cnc2ccc(C(=O)OC)cc2c1NCCCN1CCOCC1	i	i	i	i	-4	-4	i	i	i	1	i
COc1ccc(CCNC(=O)CCSCc2ccccc2F)cc1OC	i	i	i	i	3	2	i	i	i	-8	i
CCOC(=O)C1CCN(S(=O)(=O)c2ccc3[nH]c4c(c3c2)CCCC4)CC1	i	i	i	i	-1	-10	6*	i	i	3	i
COc1ccc(C)cc1NC(=O)CSc1nnc(CC(=O)Nc2ccccc2C)n1C	i	i	i	i	-7	-10	i	i	i	0	i
COc1ccccc1CNC(=O)C1CC(c2ccccc2F)=NO1 (stereo not drawn)	i	i	i	i	3	-7	i	i	i	0	i
CC(C)N(C(=O)CS(=O)(=O)c1ccc(Cl)c(Cl)c1)C(C)C	i	i	i	i	4	-4	i	i	i	-10	i
C/C(=N\NC(=O)c1cc(-c2ccncc2)nc2ccccc12)c1ccc(N2CCOCC2)cc1	i	i	i	i	-6	-5	i	i	i	-9	i
CC(C)Cn1c(N)c(C(=O)COC(=O)c2cnccn2)c(=O)n(C)c1=O	i	i	i	i	-12	-10	i	i	i	15	i
COc1ccc(/C=C/C2=CCN(Cc3ccc(OC)cc3)CC2)cc1	i	i	i	i	0	-12	i	i	i	-3	i
CCOc1ccccc1NS(=O)(=O)c1csc(C(N)=O)c1	i	i	i	i	-1	-2	i	i	i	-6	i
Cc1ccccc1N1C(=O)C(Oc2ccc(Cl)cc2)C1CNCCCOC(C)C (stereo not drawn)	i	i	i	i	2	-16	i	i	i	-4	i
COc1ccc(NS(=O)(=O)c2c(C)cc(C)cc2C)cc1	i	i	i	i	7	-2	i	i	i	3	i
N#Cc1cc(-c2ccccc2)oc1NC(=O)c1ccccc1	i	i	i	i	8	-14	i	i	i	1	i
Cc1cc(C)c(C)c(S(=O)(=O)N2CCN(C)CC2)c1C	i	i	i	i	-5	-15	i	i	i	/	i
COc1cccc(NC(=O)Cc2ccccc2)c1	i	i	i	i	-2	-6	i	i	i	6	i
CC(=O)C1=C(O)C(=O)N(c2ccc(Br)cn2)C1c1ccccc1[N+](=O)[O-] (stereo not drawn)	i	i	i	i	3	-6	i	i	i	6	i
COc1ccc(CC(=O)Nc2ccc(N3CCOCC3)cc2)cc1S(=O)(=O)N1CCOCC1	i	i	i	i	/	-15	i	i	i	-8	i
CCSCc1nc(N)nc(NCCc2ccccc2)n1	i	i	i	i	3	-2	i	i	i	4	i
CC1CCC2(CC1)NC(=O)N(CC(=O)c1cn(CCC#N)c3ccccc13)C2=O (stereo not drawn)	i	i	i	i	2	-7	i	i	i	-3	i
CCn1cc(C(=O)Nc2ccccc2)c(=O)c2ccc(C)nc21	/	i	i	i	5	-15	i	/	i	6	i
Cn1c(=O)c2c(SCC(=O)N3CCOCC3)nc(C3CC3)nc2n(C)c1=O	i	i	i	i	-1	-10	i	i	i	0	i
COc1ccc(C)cc1NC(=S)N1CCN(c2ccccn2)CC1	i	i	i	i	-2	-8	i	i	i	-1	i
C#CCOCCOCCOCCNc1nc(N2CCN(C(=O)[C@H](CCC(=O)O)n3cc(C(N)CC(C)C)nn3)CC2)nc(N2CCN(C(=O)[C@H](Cc3ccc(O)cc3)n3cc(C(N)[C@H](C)CC)nn3)CC2)n1 (stereo partly drawn)	/	i	i	i	8	-7	i	/	i	3	i
O=C(CSc1nc(Nc2ccccc2)nc(N2CCOCC2)n1)Nc1ccc(Br)cc1F	i	i	i	i	4	-10	i	i	i	26	i
S=C(c1ccc2c(c1)OCO2)N1CCCC1	i	i	i	i	4	-9	i	i	i	1	i
COc1ccc(C#Cc2c(-c3ccsc3)oc3ccc(-c4cc(OC)c(OC)c(OC)c4)cc23)cc1	i	i	i	i	3	1	i	i	i	9	i
CN1CN(C)c2cccc3cccc1c23	i	i	i	i	-43	-10	i	i	i	-16	i
CCn1c(SCC(=O)Nc2ccc(Cl)cc2)nnc1C1CC1	i	i	i	i	5	-7	i	i	i	-4	i
N#CCCn1cc(/C=N/O)c(-c2ccc(-c3ccccc3)cc2)n1	i	i	i	i	5	-5	i	i	i	12	i
O=C(NC(NC1CCS(=O)(=O)C1)C(=O)c1ccccc1)c1ccc(Cl)cc1 (stereo not drawn)	i	i	i	i	6	-6	i	i	i	-1	i
CN(C(=O)CN1C(=O)c2ccccc2S1(=O)=O)c1ccccc1C(=O)O	i	i	i	i	-2	-7	i	i	i	-2	i
COc1ccc(OCCSc2ncc(CO)n2C)cc1	i	i	i	i	1	-2	i	i	i	2	i
O=C(Nc1ccc(F)cc1)c1ccc2nc[nH]c2c1	i	i	i	i	/	-5	i	i	i	2	i
COc1cccc(N2CCN(C(=S)Nc3cc(C)cc(C)c3)CC2)c1	i	i	i	i	-1	-3	i	i	i	-5	i
CN1CCC(OC(=O)Cc2ccc(Cl)cc2)CC1	i	i	i	i	-1	0	i	i	i	12	i
CCC(C)(C)c1nnc(NC(=O)C2CC(=O)N(CCc3ccc(F)cc3)C2)s1 (stereo not drawn)	i	i	i	i	2	-5	i	i	i	1	i
CC(=O)Nc1ccc(S(=O)(=O)N2CCC(c3nc4ccc(C)cc4[nH]3)CC2)cc1	i	i	i	i	-1	-15	i	i	i	-2	i
Cc1ccc(S(=O)(=O)N(CC(=O)N2CCc3ccccc3C2)c2cccc(Cl)c2)cc1	i	i	i	i	7	-12	i	i	i	10	i
CCCCOc1ccc(/C=C/C2=CC(C)(C)NC(=S)N2)cc1OCC	i	i	i	i	-9	-14	i	i	i	-4	i
Nc1nc(N2CCN(c3ccccn3)CC2)nc2ccccc12	i	i	i	i	8	-6	i	i	i	-1	i
Cc1c(NC(=O)c2cccs2)cccc1-c1nc2ccccc2s1	i	i	i	i	8	-7	i	i	i	0	i
Cn1ccnc1C(=O)c1ccc(S(=O)(=O)N2CCCC2)cc1	i	i	i	i	1	-4	i	i	i	-3	i
Cc1c(O)c(S(=O)c2ccccc2)c(=O)n(-c2ccccc2)c1-c1ccccc1 (stereo not drawn)	i	i	i	i	-6	-3	i	i	i	-1	i
CNCc1ccccc1OCc1ccc(F)cc1	i	i	i	i	3	-10	i	i	i	1	i
COc1ccc(CCNC(=O)CCN2C(=O)C(C)Oc3ccc(C)cc32)cc1OC (stereo not drawn)	i	i	i	i	-7	-27	i	i	i	4	100*
Cc1cccc(NC(=O)Cn2nnc(C(=O)NCc3cccs3)c2N)c1C	i	i	i	i	-2	-6	i	i	i	0	i
CCCS(=O)(=O)N1CCC(C(=O)NCCCN(C)Cc2ccccc2)CC1	i	i	i	i	-6	-9	i	i	i	5	i
Cc1ccc(S(=O)(=O)N2CCCCC2)cc1C(=O)OCC(=O)NC(=O)NC12CC3CC(CC(C3)C1)C2	i	i	i	i	-3	-6	i	i	i	-2	i
(next part)
SMILES	ANO1 activ	KCNQ1 pot	KCNK9 inh	RGS4 act	HDAC3 inh	hERG protect	KCNQ1 inh	KCNK3 block	RGS4 block	SKKanGAS inh	ANO1 block
O=C(Nc1cccc(S(=O)(=O)N2CCCC2)c1)c1ccc2c(c1)OCO2	i	i	i	i	-3	-6	i	i	i	-1	i
COC(=O)C1C(=O)C2=C(CC1C)NC(C)=C(C(=O)OC(C)C)C2c1ccc(OC)c(O)c1 (stereo not drawn)	i	i	i	i	10	-9	i	i	i	-6	i
CCN(CC)c1nc(SCC(=O)O)nc(N(CC)CC)n1	i	i	i	i	2	-17	i	i	i	3	i
CSc1ccccc1NC(=O)CCn1c(=O)oc2ccccc21	i	i	i	i	-6	-12	i	i	i	3	i
COc1ccc(/C=N/NC(=O)c2ccc[nH]2)cc1	i	i	i	i	11	-6	i	i	i	5	i
Cc1onc(-c2ccccc2)c1C(=O)O/N=C(\N)c1ccc([N+](=O)[O-])o1	i	i	i	i	3	-2	i	i	i	7	i
COc1cccc(NC(=O)c2cccs2)c1	i	i	i	i	0	-9	i	i	i	2	i
COc1ccc(S(=O)(=O)N2CCC(C(=O)Nc3cccc(Cl)c3)CC2)cc1OC	i	i	i	i	-14	-10	i	i	i	-10	i
CN1C(=O)S/C(=C\c2ccccc2OCc2ccc(C(=O)O)cc2)C1=O	i	i	i	i	0	-5	i	i	6.2*	12	i

Assay outcomes (PubChem)

An unsorted share of the library; about 6.3% have a hit in one of these screens.
